Mtb BioA inh: M. tuberculosis BioA enzyme inhibitors, primary screen, biochemical, plate reader, single point, HTS; 7,8-diaminopelargonic acid synthase BioA (Mycobacterium tuberculosis); purified M. tuberculosis BioA enzyme; inhibition, % at 9.99 µM; 0.096% of 360,000 active; AID 602481, 2012; in the data active = inhibition above about 40%
The depositor's hits bear a star. A portion of the library; the hit share may differ from the screen's.

SMILES	Mtb BioA inh
COc1ccc(NC(=O)N(C)C[C@H]2OCCCC[C@H](C)Oc3ccc(NS(=O)(=O)c4cccs4)cc3C(=O)N([C@@H](C)CO)C[C@H]2C)cc1	-3.6
C[C@@H]1CN([C@@H](C)CO)C(=O)c2cc(NC(=O)CCN3CCOCC3)ccc2O[C@H]1CN(C)Cc1ccc2c(c1)OCO2	-0.2
CNC[C@@H]1Oc2ncc(-c3cccc(C(=O)N(C)C)c3)cc2C(=O)N([C@@H](C)CO)C[C@H]1C	-0.1
C[C@@H]1CN([C@@H](C)CO)S(=O)(=O)c2ccc(-c3ccc(F)cc3)cc2O[C@@H]1CN(C)Cc1ccccc1C(=O)O	2.7
C[C@@H](O)C#Cc1ccc2c(c1)O[C@H](CN(C)Cc1ccc(-c3ccccc3)cc1)[C@@H](C)CN([C@@H](C)CO)S2(=O)=O	-0.8
CCN1[C@H](C(=O)N(C)C)[C@@H](CO)[C@@H]2Cn3c(ccc(C4=CCCC4)c3=O)[C@@H]21	-1.2
O=C(C[C@H]1C[C@H]2c3cc(NC(=O)Cc4ccncc4)ccc3O[C@H]2[C@@H](CO)O1)NCCN1CCCCC1	-0.3
C[C@@H]1CCCCO[C@@H](CN(C)C(=O)Nc2cccc3ccccc23)[C@H](C)CN([C@H](C)CO)C(=O)c2cc(NS(=O)(=O)c3cn(C)cn3)ccc2O1	-0.2
COc1ccc([Si](C)(C)[C@@H]2[C@@H](CCn3cc([C@H](O)c4ccccc4)nn3)O[C@]3(C(=O)N(Cc4cccc(N5CCC5=O)c4)c4ccccc43)[C@H]2C)cc1	-0.8
CN1C(=O)c2cc(NS(C)(=O)=O)ccc2OC[C@H]2O[C@@H](CC(=O)NCc3ccccc3)CC[C@@H]21	0.6
COc1ccc(NC(=O)N(C)C[C@H]2OCCCC[C@@H](C)Oc3ccc(NS(=O)(=O)c4ccc(OC)cc4)cc3C(=O)N([C@H](C)CO)C[C@@H]2C)cc1	2.2
O=S(=O)(c1cccc(F)c1)N1CC[C@@H]2[C@H](CO)Nc3ccc(Br)cc3[C@@H]21	2.5
COc1ccc(NC(=O)N(C)C[C@@H]2Oc3ccc(NC(=O)Nc4ccc(C(F)(F)F)cc4)cc3C(=O)N([C@@H](C)CO)C[C@@H]2C)cc1	-5.6
Cc1noc(C)c1NC(=O)Nc1ccc2c(c1)CC(=O)N([C@@H](C)CO)C[C@@H](C)[C@H](CN(C)S(=O)(=O)c1cn(C)cn1)O2	0.6
CO[C@@H]1CN(C)C(=O)c2cc(NC(=O)Nc3ccc(Cl)c(Cl)c3)ccc2OC[C@H](C)NC[C@@H]1C	-0.2
CC(C)NC(=O)N(C)C[C@H]1Oc2ncc(C#Cc3ccncc3)cc2C(=O)N([C@H](C)CO)C[C@@H]1C	-1.3
C[C@@H]1CN([C@@H](C)CO)C(=O)c2cc(NC(=O)Cc3cn(C)c4ccccc34)ccc2O[C@@H]1CN(C)C	-6.7
C[C@@H]1CN([C@@H](C)CO)C(=O)c2cc(C#C[C@@H](C)O)cnc2O[C@@H]1CN(C)CC1CCOCC1	-1.9
COc1cccc(-c2cnc3c(c2)C(=O)N([C@@H](C)CO)C[C@@H](C)[C@H](CN(C)Cc2ccc(C(=O)O)cc2)O3)c1	-1.4
C[C@@H]1CN([C@@H](C)CO)C(=O)c2cc(-c3cccc(F)c3)cnc2O[C@@H]1CN(C)Cc1cccc(F)c1	0.1
C[C@H]1CN([C@@H](C)CO)C(=O)c2cc(NC(=O)Cn3cnnn3)ccc2O[C@@H]1CN(C)C(=O)NC1CCCCC1	1.0
O=C(C[C@H]1C=C[C@@H](NC(=O)C2CC2)[C@H](CO)O1)NCc1ccncc1	-3.0
CC(C)NC(=O)N(C)C[C@H]1Oc2ccc(NC(=O)Cn3cnnn3)cc2CC(=O)N([C@@H](C)CO)C[C@H]1C	-1.7
O=C(C[C@H]1C[C@@H]2c3cc(NC(=O)C4CCC4)ccc3O[C@@H]2[C@H](CO)O1)NCc1ccncc1	1.2
O=C(Nc1ccc(Cl)cc1)N1C[C@H]2[C@@H](c3ccccc31)[C@@H](CO)N2C(=O)c1cccnc1	1.5

Molecules shown so far with a Cl atom, in the order listed:
SMILES	Mtb BioA inh
CO[C@@H]1CN(C)C(=O)c2cc(NC(=O)Nc3ccc(Cl)c(Cl)c3)ccc2OC[C@H](C)NC[C@@H]1C	-0.2
O=C(Nc1ccc(Cl)cc1)N1C[C@H]2[C@@H](c3ccccc31)[C@@H](CO)N2C(=O)c1cccnc1	1.5

The list goes on.
SMILES	Mtb BioA inh
COc1ccc(S(=O)(=O)Nc2cccc3c2O[C@H](CN(C)S(=O)(=O)c2cn(C)cn2)[C@H](C)CN([C@@H](C)CO)C3=O)cc1	-0.8
CC(C)CC#Cc1cnc2c(c1)C(=O)N([C@@H](C)CO)C[C@@H](C)[C@@H](CN(C)Cc1cccc(F)c1)O2	-1.8
C[C@@H]1CN([C@@H](C)CO)S(=O)(=O)c2ccc(C#CC3CC3)cc2O[C@H]1CN(C)Cc1cccnc1	-0.5
C[C@@H]1CN([C@H](C)CO)C(=O)Cc2cc(NC(=O)c3ccncc3)ccc2O[C@H]1CN(C)Cc1ccc(Cl)c(Cl)c1	0.8
CCCNC(=O)Nc1ccc2c(c1)C(=O)N(C)C[C@@H](OC)[C@@H](C)CN(C(=O)CC)[C@H](C)CO2	-2.7
O=C(CN1CCOCC1)NCC[C@H]1CC[C@@H](NS(=O)(=O)c2ccc(Cl)cc2)[C@@H](CO)O1	-3.2
CCC(=O)N(C)C[C@@H]1Oc2cc(C#CC3CC3)ccc2S(=O)(=O)N([C@@H](C)CO)C[C@@H]1C	-0.6
CO[C@H](CN(C)Cc1cc(F)ccc1F)[C@@H](C)CN([C@H](C)CO)S(=O)(=O)c1ccc(Cl)cc1	2.6
COc1ccc(NC(=O)N(C)C[C@@H]2Oc3c(NC(=O)Nc4ccc5c(c4)OCO5)cccc3C(=O)N([C@H](C)CO)C[C@H]2C)cc1	2.5
C[C@H](CO)N1C[C@H](C)[C@@H](CN(C)Cc2cncnc2)Oc2cc(C#CC3CCCC3)ccc2S1(=O)=O	0.2
COc1ccc(S(=O)(=O)N(C)C[C@@H]2OCCCC[C@@H](C)Oc3ccc(NS(=O)(=O)c4ccc(F)cc4)cc3C(=O)N([C@@H](C)CO)C[C@@H]2C)cc1	-1.4
C[C@H]1CN([C@@H](C)CO)C(=O)c2cccc(NS(=O)(=O)c3cn(C)cn3)c2O[C@H]1CN(C)Cc1ccc(Cl)c(Cl)c1	1.1
C[C@H](CO)N1C[C@H](C)[C@H](CN(C)C(=O)Cc2ccccn2)Oc2ncc(-c3cncnc3)cc2C1=O	-0.2
O=C(O)C1=C[C@@H](C2CCCC2)C[C@@H](OCCCCO)O1	-1.4
C[C@H]1CN([C@@H](C)CO)C(=O)Cc2cc(NC(=O)Cc3cn(C)c4ccccc34)ccc2O[C@@H]1CN(C)C	-1.6
C[C@@H]1CN([C@@H](C)CO)C(=O)c2cc(C3=CCCCC3)cnc2O[C@@H]1CN(C)Cc1ccccn1	0.2
CCC(=O)Nc1ccc2c(c1)C(=O)N(C)[C@@H]1CC[C@@H](CC(=O)NCC3CCCCC3)O[C@@H]1CO2	0.6
CC(C)NC(=O)N(C)C[C@H]1OCCCC[C@H](C)Oc2ccc(NS(=O)(=O)c3ccccc3)cc2C(=O)N([C@@H](C)CO)C[C@H]1C	-1.1
CN(C)Cc1cn(CC[C@@H]2CC[C@H](NC(=O)Nc3ccc4c(c3)OCO4)[C@H](CO)O2)nn1	4.9
C[C@H]1CN([C@@H](C)CO)C(=O)c2cc(NC(=O)Cc3cn(C)c4ccccc34)ccc2O[C@@H]1CN(C)C(=O)Nc1ccccc1	0.3
CCC(=O)N(C)C[C@@H]1Oc2ncc(C3=CCCC3)cc2C(=O)N([C@H](C)CO)C[C@H]1C	-0.1
CN1CCN(C(=O)c2cc3c(c(-c4cccc(-c5cccc(F)c5)c4)n2)[C@@H](CCO)N(S(=O)C(C)(C)C)C3)CC1 (stereo not given in full)	0.2
CO[C@@H](CN(C)S(=O)(=O)c1ccc(Cl)cc1)[C@H](C)CN(C(=O)Nc1ccccc1F)[C@H](C)CO	-0.8
COc1ccccc1CNC(=O)C[C@@H]1C[C@@H]2c3cc(NC(=O)C4CCOCC4)ccc3O[C@@H]2[C@H](CO)O1	0.2
C[C@H](CO)N1C[C@H](C)[C@H](CN(C)C(=O)Nc2ccc(F)cc2)Oc2ncc(-c3cccc(C(F)(F)F)c3)cc2C1=O	2.4

Part of the list above, with bars between the fields.
smiles | Mtb BioA inh
CN1CCN(C(=O)c2cc3c(c(-c4cccc(-c5cccc(F)c5)c4)n2)[C@@H](CCO)N(S(=O)C(C)(C)C)C3)CC1 (stereo not given in full) | 0.2
O=C(O)C1=C[C@@H](C2CCCC2)C[C@@H](OCCCCO)O1 | -1.4

The listing picks up; the 4 compounds before the break are reprinted first.
SMILES	Mtb BioA inh
CN1CCN(C(=O)c2cc3c(c(-c4cccc(-c5cccc(F)c5)c4)n2)[C@@H](CCO)N(S(=O)C(C)(C)C)C3)CC1 (stereo not given in full)	0.2
CO[C@@H](CN(C)S(=O)(=O)c1ccc(Cl)cc1)[C@H](C)CN(C(=O)Nc1ccccc1F)[C@H](C)CO	-0.8
COc1ccccc1CNC(=O)C[C@@H]1C[C@@H]2c3cc(NC(=O)C4CCOCC4)ccc3O[C@@H]2[C@H](CO)O1	0.2
C[C@H](CO)N1C[C@H](C)[C@H](CN(C)C(=O)Nc2ccc(F)cc2)Oc2ncc(-c3cccc(C(F)(F)F)c3)cc2C1=O	2.4
O=C(C[C@H]1CC[C@H]2[C@@H](COC[C@H](O)CN2C(=O)Cc2ccccc2)O1)NC1CCCC1	1.7
COc1cccc(-c2ccc([C@H]3[C@@H](C#N)N(C(=O)Cc4ccccc4)[C@@H]3CO)cc2)c1	-0.5
C[C@@H]1CN([C@@H](C)CO)C(=O)c2cc(NC(=O)Nc3ccc(C(F)(F)F)cc3)ccc2O[C@H]1CN(C)C	5.6
COc1ccc(S(=O)(=O)Nc2ccc3c(c2)C(=O)N([C@H](C)CO)C[C@H](C)[C@@H](CN(C)C(=O)Nc2ccc4c(c2)OCO4)OCCCC[C@H](C)O3)cc1	-0.7
C/C=C/c1ccc2c(c1)O[C@H](CN(C)Cc1cccc(F)c1)[C@H](C)CN([C@@H](C)CO)S2(=O)=O	4.3
O=C(Cc1ccccn1)NCC[C@@H]1CC[C@H](NS(=O)(=O)c2ccccc2)[C@@H](CO)O1	1.1
CC(=O)Nc1ccc2c(c1)C(=O)N(C)[C@@H]1CC[C@H](CC(=O)NCc3ccccc3)O[C@@H]1CO2	0.3
COc1ccc(NC(=O)Nc2cccc3c2O[C@@H](CN(C)C(=O)NC(C)C)[C@@H](C)CN([C@@H](C)CO)C3=O)cc1	-0.6
COc1ccc(NC(=O)N2C[C@H](O)COC[C@@H]3O[C@@H](CC(=O)NCc4ccccc4OC)CC[C@H]32)cc1	-1.1
N#C[C@H]1[C@H](c2ccc(C#CC3CC3)cc2)[C@H](CO)N1C(=O)Cc1ccccn1	1.1
COC(=O)C(CC#Cc1ccc2c(c1)[C@]1(C(=O)N2)[C@H](c2ccccc2OCCO)N2[C@H](c3ccccc3)[C@H](c3ccccc3)OC(=O)[C@H]2[C@@H]1C(N)=O)C(=O)OC	8.6
C/C=C/c1ccc([C@@H]2[C@@H](CN(C)C(=O)CN(C)C)N(C(C)=O)[C@H]2CO)cc1	-3.3
O=C(Nc1ccccc1F)N[C@H]1CC[C@H](CCNS(=O)(=O)c2ccc(Cl)cc2)O[C@@H]1CO	-1.4
C[C@@H]1CCCCO[C@H](CN(C)S(=O)(=O)c2ccc(F)cc2)[C@@H](C)CN([C@@H](C)CO)C(=O)c2cc(NC(=O)CCC(F)(F)F)ccc2O1	-3.1
COCC(=O)N1[C@@H]2c3ccc(C4=CCCCC4)c(=O)n3C[C@@H]2[C@@H](CO)[C@@H]1C(=O)N1CCCCC1	-1.3
Cc1ccccc1-c1ccc([C@H]2[C@@H](CO)N3CCCCN(C(=O)Cc4ccccn4)C[C@H]23)cc1	1.7
COc1ccc(NC(=O)Nc2ccc3c(c2)CC(=O)N([C@H](C)CO)C[C@@H](C)[C@@H](CN(C)Cc2ccc(C(=O)O)cc2)O3)cc1	-0.3
CC(C)C#Cc1ccc2c(c1)O[C@H](CN(C)C(=O)Nc1ccccc1)[C@@H](C)CN([C@@H](C)CO)S2(=O)=O	-1.9
CCCN(C)C[C@H]1Oc2cc(-c3ccc(C#N)cc3)ccc2S(=O)(=O)N([C@@H](C)CO)C[C@H]1C	-2.8
COc1ccc(CNC(=O)C[C@@H]2CC[C@@H](NC(=O)c3ccc4c(c3)OCO4)[C@H](CO)O2)cc1	-0.8
COCC(=O)Nc1ccc2c(c1)C(=O)N(C)C[C@H](OC)[C@@H](C)CN(C(=O)C1CCCC1)[C@@H](C)CO2	0.2
COc1ccc(NC(=O)N(C)C[C@@H]2Oc3c(NC(=O)c4nc5ccccc5s4)cccc3C(=O)N([C@H](C)CO)C[C@@H]2C)cc1	-0.5
CCC(=O)N(C)C[C@@H]1Oc2ncc(C#Cc3ccncc3)cc2C(=O)N([C@@H](C)CO)C[C@@H]1C	1.8
CO[C@H]1CN(C)C(=O)c2cc(NC(=O)Nc3ccccc3F)ccc2OC[C@H](C)N(C)C[C@H]1C	-0.4
C[C@H](CO)N1C[C@H](C)[C@H](CN(C)S(C)(=O)=O)Oc2ncc(-c3cc4ccccc4o3)cc2C1=O	-0.8
COc1ccc(S(=O)(=O)Nc2ccc3c(c2)CC(=O)N([C@@H](C)CO)C[C@@H](C)[C@H](CN(C)C(=O)Nc2c(C)noc2C)O3)cc1	1.1
COc1cccc(-c2ccc3c(c2)[C@H]2[C@H](CCN2C(=O)Cc2ccccc2)[C@@H](CO)N3)c1	-0.8
C[C@@H]1CCCCO[C@@H](CN(C)C(=O)Cc2ccccc2)[C@H](C)CN([C@H](C)CO)C(=O)c2cc(NS(=O)(=O)c3ccc(Cl)cc3)ccc2O1	-0.3
